# Bioassay records from PubChem.
# Eya2 inh – blocks the phosphatase activity of human Eya2. 0.006% of 330,000 active. recombinant Eya2, OMFP fluorescence dephosphorylation (OMFP is methylfluorescein phosphate). Potency, µM (top dose mostly 76.9 µM), for inactives: at the top dose activity, negative = inhibition, usual class: inhibitors. O00167; further: potency means the concentration at half of the fitted maximal effect; on the % scale 0 is the no-effect control and ±100 the full control effect
#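 Eya2 protein (added as 0.2 uM solution) was preincubated with compound for 10 min at ambient temperature in 50 mM HEPES pH 7.5, 50 mM NaCl, 5 uM MgCl2, 0.05% BSA, 1 mM DTT. OMFP (added at 50 uM) then reacted 10 min; fluorescence read at 485/525 nm.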
# ASM inhibitor – inhibitors of human secretory acid sphingomyelinase | Potency, µM (series often up to 57.5 µM), for the others: at the top dose activity change, negative = inhibition, usual class: inhibitors | P17405 | 0.006% of 340,000 active | placental ASM, HMU-PC fluorogenic substrate, 60 min; further: potency means the concentration at half of the fitted maximal effect
#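 Fluorogenic HMU-PC substrate (9 uM final) is turned over by placental ASM in 60 min at 37 C after a 10 min compound preincubation. Reaction ended by alkaline stop (pH 10), with fluorescence read at 386/447 nm.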
# Chronic BCR inh – chronic active BCR signaling inhibition; Potency, µM (top dose mostly 46.1 µM), for inactives: top-dose ratio change, negative = lower green/red ratio, usual class: inhibitors; 0.05% of 340,000 active; ABC-DLBCL IkBa-CBG/CBR reporter, luminescence ratio, 4 h; active means well fitted inhibition curve with a large enough effect in the signal ratio, with a control signal flat, not every such curve was filed as active; inconclusive means small, poorly fitted or top-dose-only effect, or effect the other way, or a change in a side signal; the % refers to the signal ratio;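 further: potency means the concentration at half of the fitted maximal effect; plate controls were basal doxycycline-induced cells for no effect and cells given 10 µM MG132 for full effect; MG132 reads +100%, hits lower the ratio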
#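 Doxycycline induced both beetle luciferases in TMD8 lymphoma cells; IKK-driven degradation limits the IkappaBalpha-fused green signal, while red luminescence normalises for cell number and nonspecific effects. Compounds tested up to 46 uM, 4 hrs.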
# AT treatment – potential ataxia-telangiectasia treatment; 0.19% of 320,000 active; Potency, µM (highest dose often 57.5 µM), for inactives: at the highest dose activation, actives largely listed as activators; […] A-T fibroblasts, KAP-1 phosphorylation AlphaLISA; neocarzinostatin DNA damage 30 min before lysis; further: potency means the concentration at half of the fitted maximal effect; % of control where 0% means no effect; nearly all actives have a fitted effect of over 45% in size
#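 ATM-like activity read as KAP-1 phosphorylation via AlphaLISA donor/acceptor antibody pairs after lysis and 6 hr at 25C. Cells were ATM-null patient fibroblasts ([…], hTERT), dosed 60 min, then exposed to the DSB inducer NCS for 30 min.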
# a7 integrin act – activates integrin-mediated alleviation for muscular dystrophy. Potency, µM (highest dose often 38.3 µM), for inactives: at the top dose activation, actives largely listed as activators. alpha7betagal myoblasts, beta-gal FDG fluorescence, 48 h. 0.064% of 350,000 active. AID 624291;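 further: potency means the concentration at half of the fitted maximal effect; 100% = response of the positive control SU9516; nearly all actives have a fitted effect of over 60% in size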
#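 Alpha7betagal+/- myoblasts (passage 13) were plated 16-24 hr, then exposed to compounds (1:260 dilution of DMSO stock) for 48 hours at 37C. After MPER lysis, β-galactosidase reporter activity was read as FDG fluorescence (ex 480/em 540) after 30 minutes.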
# Tb PFK inh – blocks T. brucei phosphofructokinase; O15648; T. brucei PFK, ADP-Glo luminescence; Potency, µM (top dose mostly 57.5 µM), inactives show top-dose activity, negative = inhibition, most hits filed as inhibitors; 0.17% of 330,000 active; AID 485367;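 further: potency means the concentration at half of the fitted maximal effect; 0% = uninhibited 1x PFK enzyme wells and -100% = no-enzyme wells; nearly all actives have a fitted effect of over 60% in size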
#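 PFK 1.25 nM, F6P 0.5 mM, ATP 0.1 mM, 0.1 M TEA pH 8.0, 5 mM MgCl2, 0.01% Tween20, 0.1% BSA; 45 min RT. ADP-Glo readout. qHTS titration up to 57 uM; curves fitted, compounds curve-classed.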
# Mito fusion act – inhibitors of mitochondrial division or activators of mitochondrial fusion | S. cerevisiae fusion-defective mutant growth rescue, CellTiterGlo 48 h | Potency, µM (titrated, usually from 46.1 µM), inactives show at the highest dose growth rescue (activation), actives largely listed as activators | 0.23% of 320,000 active | AID 485298;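 further: potency means the concentration at half of the fitted maximal effect; % of control where 0% means no effect; nearly all actives have a fitted effect of over 45% in size; temperature-sensitive fusion mutants such as fzo1-1 at 37 °C on non-fermentable ethanol glycerol medium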
#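 Compounds are tested for their ability to restore growth of mitochondrial fusion-defective yeast strains at non-permissive 37C in YPEG medium over 48 hours. Viability is quantified by luciferase luminescence.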
# TSHR antagonist – blocks TSH signaling through the human TSH receptor | P16473 | TSHR-expressing cells, TSH-stimulated cAMP HTRF, 2 h; hits give low values | activity change, negative = inhibition, % at 11.5 µM | 0.2% of 330,000 active | AID 504810;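 active means activity change below a set negative limit, meaning inhibition stronger than a set level, cut at about -70% in these data; inconclusive means activity change between two set negative limits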; further: on the % scale 0 is the no-effect control and ±100 the full control effect
# Target sequence (P16473 whole entry, looked up): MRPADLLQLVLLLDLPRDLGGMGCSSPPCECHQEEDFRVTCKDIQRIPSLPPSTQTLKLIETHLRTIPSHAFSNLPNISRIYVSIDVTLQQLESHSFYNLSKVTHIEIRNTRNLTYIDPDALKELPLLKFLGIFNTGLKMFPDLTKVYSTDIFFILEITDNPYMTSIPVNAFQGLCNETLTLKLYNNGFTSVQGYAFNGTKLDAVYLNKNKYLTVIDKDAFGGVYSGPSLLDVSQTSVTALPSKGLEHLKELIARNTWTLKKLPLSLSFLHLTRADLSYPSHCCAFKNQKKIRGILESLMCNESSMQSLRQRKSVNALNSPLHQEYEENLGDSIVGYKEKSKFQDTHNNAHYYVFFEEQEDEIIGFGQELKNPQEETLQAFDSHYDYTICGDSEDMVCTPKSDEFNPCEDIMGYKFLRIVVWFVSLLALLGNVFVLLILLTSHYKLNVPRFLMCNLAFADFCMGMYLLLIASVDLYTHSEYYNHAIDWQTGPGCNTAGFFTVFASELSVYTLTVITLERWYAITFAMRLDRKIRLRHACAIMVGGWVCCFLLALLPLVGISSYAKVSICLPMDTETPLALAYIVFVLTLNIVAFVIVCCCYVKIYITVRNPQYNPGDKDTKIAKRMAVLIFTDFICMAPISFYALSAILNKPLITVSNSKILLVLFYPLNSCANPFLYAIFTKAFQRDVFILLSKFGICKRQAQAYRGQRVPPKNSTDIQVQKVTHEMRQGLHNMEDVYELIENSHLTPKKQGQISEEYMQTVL
#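 Competitive HTRF cAMP read-out (cryptate anti-cAMP antibody, cAMP-d2; 30 min, room temperature) in freshly harvested TSHR cells. Compounds added before TSH at EC80 (4nM final), followed by 2 hours' incubation at 37 deg C.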
# TCR act – activators of T cell receptors; primary human leukocytes, anti-CD3, IL-2 HTRF, 48 h; Potency, µM (series often up to 9.22 µM), inactives show at the top dose activation of IL-2 secretion, hits mostly activators; 330,000 tested, under 10 active; AID 504894; further: % of control where 0% means no effect
#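 Using a-CD3 beads without co-stimulation, primary human leukocytes were exposed to compounds for 48 hr. An HTRF IL-2 kit measured the cytokine, with europium-to-d2 energy transfer producing emission at 665nm upon 320nm excitation.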
# TSG101-PTAP inh – blocks PTAP/TSG101 interaction to inhibit HIV-1 budding. Q99816. 340,000 tested, under 10 active. Fluorescence polarization, FITC-PTAP peptide / Tsg101 binding. Potency, µM (series often up to 115 µM), for the others: top-dose activity change, negative = inhibition, hits mostly inhibitors; active means well fitted inhibition curve with a large enough effect in the main read-out, with a control signal flat, not every such curve was filed as active; inconclusive means small, poorly fitted or top-dose-only effect, or effect the other way, or a change in a side signal; inactive means no such curve, though single readings can be large or run the other way; further: potency means the concentration at half of the fitted maximal effect; % of control where 0% means no effect
#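 FP read-out: FITC-PTAP peptide, 50 nM final, binding Tsg101 binding domain, 10 uM final; 20 min, r.t.; 10 mM HEPES pH 7.5, 0.15 M NaCl, 0.01% Tween 20, 3 mM EDTA, 0.1 mM TCEP.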
# ELG1 DNA repair – ELG1-dependent DNA repair inhibition. 2.3% of 330,000 active. HEK293T ELG1-luciferase reporter, luminescence, 16 h; DNA damage induced by 5-fluorouridine. Potency, µM (doses to about 46.1 µM), for inactives: at the highest dose activity change, negative = inhibition, hits mostly inhibitors; further: potency means the concentration at half of the fitted maximal effect; on the % scale 0 is the no-effect control and ±100 the full control effect; nearly all actives have a fitted effect of over 55% in size
#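 Luminescence from the luciferase reporter, measured 30 min after ONE-Glo reagent at room temperature, was the read-out. Beforehand, 2,000 cells per well were exposed for 16 hr at 37 °C to 5-fluorouridine together with compound or vehicle.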
# Numbers without * were called inactive; i = inactive; ? = inconclusive; · = not tested or not shown; [ ] = remark or other dose. Unless noted, the call rests on the fitted dose curve; in most records, active means well fitted curve in the direction sought with a large enough effect; inconclusive means small, poorly fitted or top-dose-only effect, or another doubt; inactive means no such curve, though single readings can be large; an effect the other way counts as inactive or inconclusive.
molecule | Eya2 inh | ASM inhibitor | Chronic BCR inh | AT treatment | a7 integrin act | Tb PFK inh | Mito fusion act | TSHR antagonist | TCR act | TSG101-PTAP inh | ELG1 DNA repair
Cc1cc(Br)c(NC(=O)CSc2n[nH]c(N)n2)c(Br)c1 | -25% | 4% | -9% | -6% | -2% | 0% | · | · | 2% | -1% | 1%
COc1ccc(NC(=O)CCN2CCN(S(=O)(=O)c3cc(Cl)ccc3OC)CC2)cc1 | 16% | -2% | ? | -5% | 15% | -2% | -2% | -1 | -4% | -4% | -4%
CCCCCC(=O)Nc1nc(C)c(-c2csc(Nc3cc(OC)ccc3OC)n2)s1 | 13% | 3% | -10% | 7% | -17% | 7% | -2% | 105 | -2% | -6% | ?
COc1cc(C(=O)OC(C)CN2CCCC2)cc(OC)c1OC (centres undefined) | -19% | 0% | ? | -3% | -26% | -1% | -1% | -2 | -9% | -7% | 20%
COc1ccccc1N1CCN(C(=O)Nc2cccc(C)c2)CC1 | -2% | -2% | -4% | 0% | -12% | 3% | 2% | 3 | -2% | -2% | 25%
CCc1ccc(S(=O)(=O)Nc2cc3c(cc2C)n(C)c(=O)n3C)cc1 | 8% | -3% | ? | 5% | -71%[inhibitor] | 1% | -1% | -8 | 4% | 0% | ?
CCCCn1c(N)c(N(CCOC)C(=O)C2CC(=O)N(c3cccc(SC)c3)C2)c(=O)[nH]c1=O (centres undefined) | 24% | 7% | -3% | 1% | 2% | 0% | -5% | 6 | -3% | -1% | 1%
COc1ccc(N2CCN(S(=O)(=O)CCNC(=O)C3CCCCC3)CC2)cc1 | -7% | 0% | -2% | 4% | 3% | 4% | -1% | -10 | 5% | -1% | -14%
CCn1cc(C(=O)OC)c(=O)c2cc(S(=O)(=O)N(C)C3CCCCC3)ccc21 | 5% | -3% | ? | 4% | -16% | 0% | 0% | 9 | 9% | -3% | 13%
COc1cc(OC)cc(C2C(C#N)=C(N)Oc3n[nH]c(-c4cccnc4)c32)c1 (centres undefined) | -21% | -2% | 0% | -9% | -30% | -3% | 0% | -4 | · | -10% | -3%
Cc1cc(=O)n2nc(N3CCC(C(=O)N4CCN(c5ccccc5)CC4)CC3)sc2n1 | 6% | 1% | 0% | 0% | 0% | -4% | -12% | -10 | -7% | -3% | -3%
C=CCc1cccc(/C=N/NC(=O)c2ccccc2Br)c1O | -6% | -14% | ? | -7% | -32% | 8% | 0% | -1 | 7% | -1% | 0%
Cc1cccc(/C=N\NC(=O)c2ccc(Cl)cc2)c1O | -7% | 2% | ? | 0% | 15% | 0% | -8% | 3 | -4% | -7% | ?
O/N=C/c1ccc(OCc2ccccc2F)c(Cl)c1 | 4% | -6% | ? | 2% | -38% | -4% | ? | -33 | -1%[46.1 µM] | -2% | ?
Cc1ccc(C2C(=O)N(C3CCCC3)CC(=O)N2CC2COc3ccccc3O2)cc1 (centres undefined) | 15% | -3% | 5% | 0% | 3% | 0% | 0% | -14 | 6% | -6% | -8%
COc1ccc(CCC(=O)N2CCN(S(=O)(=O)c3ccc(OC(F)(F)F)cc3)CC2)cc1 | 5% | -2% | 0% | -4% | -8% | 0% | 9% | -4 | 5% | -5% | -23%
Cc1c(NC(=O)COc2ccc3ccccc3c2)c(=O)n(-c2ccccc2)n1C | -7% | 8% | 1% | -1% | -12% | 1% | 1% | 18 | 2% | -9% | -8%
C/C(=N\NC(=S)Nc1ccc(C)cc1)c1cccc(N)c1 | 12% | 1% | ? | -2% | -3% | 3% | -14% | -8 | 5% | -5% | -20%
CCc1ccc(NC(=O)NCCN2CCc3ccccc3C2)cc1 | -6% | 4% | 12% | 2% | -15% | -6% | -5% | 8 | -10%[46.1 µM] | -1% | 21%
CC(=O)N/C(=C\c1ccc(F)cc1)C(=O)NC(Cc1c[nH]c2ccccc12)C(=O)O (centres undefined) | -1% | 1% | 4% | 2% | -5% | -19% | 0% | 1 | -3%[46.1 µM] | -4% | 14%
Cc1cccn2c(=O)c3cc(C(=O)NCCc4ccccc4)sc3nc12 | 4% | i | -2% | -2% | 28% | 0% | 7% | -21 | 1% | -5% | -10%
Cc1cccc(CN2CCc3c(OCC(=O)N4CCCc5ccccc54)cccc3C2=O)c1 | 6% | -1% | ? | -1% | -43% | -4% | ? | 5 | -1%[46.1 µM] | -1% | ?
COc1ccc(NC(=O)C2CCN(S(=O)(=O)c3c(C)noc3C)CC2)cc1OC | 5% | 0% | -5% | 5% | 1% | -4% | 1% | 7 | 7% | -7% | 22%
CCOc1ccccc1OC(=O)c1cc2ccccc2oc1=O | 5% | 3% | ? | -2% | 0% | -5% | 0% | -11 | -3% | -2% | 1%
Cc1cc(C)c2c(NC(=S)NC(=O)c3ccccc3)n[nH]c2n1 | -1% | 0% | 10% | 0% | 11% | 7% | 0% | -5 | -4% | -1% | 1%
Cc1ccc(NC(=O)/C(C#N)=C(\N)C(Cl)(Cl)Cl)nc1 | -3% | 11% | ? | -4% | -25% | 1% | -3% | 6 | -23% | ? | ?
CC(=O)Nc1nccc(-c2cc(-c3ccccc3)no2)n1 | 7% | -4% | ? | 10% | -20% | 0% | 0% | 3 | 0% | -2% | ?
COc1ccc(/C=N\NC(=O)COc2ccc(C(C)(C)C)cc2)cc1Cn1nc(C)cc1C | -4% | 0% | ? | 21% | -31% | -8% | -2% | 33 | -2% | 0% | 0%
CCOC(=O)C1=C(C)N=c2s/c(=C\c3cc(OC)c(OC)c(OC)c3)c(=O)n2C1/C=C/c1ccccc1 (centres undefined) | -1% | -6% | -7% | -10% | -15% | 0% | 1% | -2 | -5%[46.1 µM] | -2% | -14%
COc1ccccc1-c1nnc(NC(=O)c2ccc(S(=O)(=O)N(C)Cc3ccccc3)cc2)o1 | 1% | 0% | 1% | 8% | -38% | -4% | 0% | -6 | 2%[46.1 µM] | -2% | ?
Cc1ccc(C(C)C)c(OCC(=O)NN=C2CCCC2)c1 | -18% | 2% | -5% | -15% | 4% | -2% | 11% | -2 | 6% | 1% | 4%
C=CCOC(=O)c1sc(NC(=O)c2ccc(OC)cc2)nc1C | 9% | -2% | · | 3% | 7% | -9% | 20% | 0 | 1% | 0% | ?
CC(C)CC(=O)Nc1nnc(S(=O)(=O)N2CCc3ccccc32)s1 | 2% | -2% | 1% | 2% | 8% | 1% | 4% | -2 | 6% | 3% | -3%
O=C(COc1cccc(Cl)c1)Nc1cc(S(=O)(=O)N2CCOCC2)ccc1N1CCOCC1 | -5% | -13% | -3% | 21% | -24% | 2% | 7% | 1 | 3% | -3% | ?
O=C(NCCCN1CCN(c2ccc(F)cc2)CC1)C1CCCN(c2ncnc3c2nc2n3CCCCC2)C1 (centres undefined) | 9% | 3% | 3% | 0% | 0% | 2% | -1% | -17 | -1% | -2% | ?
CCOC(=O)CNC(=O)C1CCCN(c2ncccn2)C1 (centres undefined) | -32% | 11% | 0% | 1% | 23% | 3% | -5% | 4 | · | · | -2%
CC1CCN(c2ccc(C(=O)O)cc2N)CC1 | -12% | -2% | 3% | 5% | -11% | -5% | -1% | -8 | 3% | -11% | 0%
CC1CCCCC1NC(=O)/C(C#N)=C/c1ccc2c(c1)OCCO2 (centres undefined) | -9% | 1% | ? | 0% | 12% | -5% | 3% | -11 | -1%[46.1 µM] | -1% | 2%
COCCN(C(=O)Cn1nnc2ccccc21)C(C(=O)NC1CCCC1)c1ccc(OC)cc1OC (centres undefined) | 5% | -1% | 10% | -1% | 3% | -7% | -3% | -3 | -3%[46.1 µM] | 2% | -2%
CCCc1cc(=O)oc2cc(OCC(=O)NCc3cccs3)ccc12 | -2% | 83%[activator] | ? | 13% | -24% | -3% | -9% | 6 | -1%[46.1 µM] | -2% | 4%
Cc1ccc(C(=O)Nc2ccc3ccccc3c2)cc1 | -3% | 1% | ? | 6% | 23% | -5% | 0% | 4 | -3% | -4% | ?
